# Tau fluor cs: counter-screen for tau fibril formation inhibitors | AID 1463 | 280,000 compounds, 0.93% hits | tau K18 P301L Alexa594 fluorescence, heparin fibrillization | Potency, µM (series often up to 57.7 µM), for inactives: at the top dose activity change, negative = decrease; also: % is scaled to controls: 0 for no effect and ±100 for the full control effect; nearly all actives have a fitted effect of over 55% in size
#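 Human K18 P301L tau (15 uM unlabeled plus 0.24 uM Alexa 594-labeled, final) in 100 mM sodium acetate pH 7 was mixed with compound and 20 uM heparin and incubated 6 hr at 37 C.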
# GAA inh: inhibitors of human lysosomal alpha-glucosidase | purified human GAA, 4-MU-alpha-glucoside fluorescence | 200,000 compounds, 0.005% hits | P10253 | Potency, µM (doses to about 76.9 µM), inactives show at the highest dose activity change, negative = inhibition, usual class: inhibitors | AID 1466;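 also: plate controls were uninhibited enzyme wells for no effect and no-enzyme background for full effect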
#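 Read-out is 4-methylumbelliferone fluorescence (Ex 365/Em 440 nm) after NaOH/glycine stop at pH 10. Enzyme 4 nM, substrate 400 uM, pH 5.0 citrate buffer, 20 min room temperature; AC50 from Hill-equation concentration-response.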
# Tau fibril FP: tau fibrillization inhibition (FP); K18 P301L tau heparin fibrillization, Alexa594 FP, 6 h; Potency, µM (highest dose often 57.7 µM), for inactives: top-dose activity, negative = inhibition, actives largely listed as inhibitors; 280,000 compounds, 0.39% hits; AID 1468; also: % is scaled to controls: 0 for no effect and ±100 for the full control effect; nearly all actives have a fitted effect of over 55% in size
# Target sequence (P10636 561-689 P618L limits assumed): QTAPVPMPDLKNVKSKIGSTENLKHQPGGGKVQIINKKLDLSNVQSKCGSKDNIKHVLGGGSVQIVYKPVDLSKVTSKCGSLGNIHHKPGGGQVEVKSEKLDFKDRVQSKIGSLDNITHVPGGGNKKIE
#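 Human K18 P301L fragment (15 uM unlabeled plus 0.24 uM Alexa 594-labeled) in 100 mM sodium acetate pH 7 with compound, aggregation induced by 20 uM heparin for 6 hr at 37 C. ThT (30 uM) added for 1 hr, then Alexa 594 FP read.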
# GAA glycogen mod: inhibitors or activators of human alpha-glucosidase glycogen cleavage | Potency, µM (series often up to 76.4 µM), without a hit: at the top dose activity change, negative = inhibition, most hits filed as inhibitors | recombinant GAA, glycogen substrate, Amplex Red glucose oxidase fluorescence | P10253 | 300,000 compounds, 0.38% hits;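 also: 0% = full enzyme reaction and -100% = no-enzyme basal signal; the screen sought inhibitors and activators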
#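 Recombinant human alpha-glucosidase (4 nM final) hydrolysed bovine liver glycogen (30 ug) for 40 min at 37 C in pH 5.0 citrate/phosphate with 0.01% Tween-20. Released glucose detected by glucose oxidase/Amplex Red, Ex 573/Em 610 nm. Compounds up to 77 uM; AC50 from Hill fits.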
# HTT cytoprotect: cytoprotection in Huntington HTT-Q103 PC12 cell model; PC12 HTT-Q103 induced, cytoprotection, ATP luminescence, 40 h; Potency, µM (highest dose often 56.4 µM), inactives show cytoprotection (ATP increase), usual class: activators; 230,000 compounds, 0.14% hits; AID 1471;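 also: % of control where 0% means no effect; nearly all actives have a fitted effect of over 45% in size; toxic huntingtin expression switched on by the ecdysone agonist tebufenozide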
#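 Compounds were screened for protection of PC12 cells against cell death after tebufenozide induction (100 nM final) of mutant Huntingtin exon 1 (Q103) fused to GFP.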
# aGlu spleen mod: lysosomal alpha-glucosidase (human) modulation. P10253. human spleen homogenate, 4-MU-alpha-glucoside fluorescence. Potency, µM (doses to about 79.9 µM), for inactives: top-dose activity change, negative = inhibition, actives largely listed as inhibitors. 240,000 compounds, 0.006% hits. AID 2112;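 also: 0% = enzyme with vehicle and -100% = no enzyme basal signal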
#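 Human spleen homogenate (1 ug) with 4-methylumbelliferyl-alpha-D-glucopyranoside (1 mM final) in 50 mM citrate/phosphate pH 5.0, 0.01% Tween-20; 40 min at 37 C. Stopped at pH 10; 4-MU fluorescence Ex 365/Em 440 nm; AC50 by Hill fit.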
# GLA spleen mod: inhibitors or activators of human alpha-galactosidase in spleen homogenate. P06280. human spleen homogenate, 4MU-alpha-Gal fluorescence, 40 min. Potency, µM (top dose mostly 80 µM), for inactives: at the top dose activity change, negative = inhibition, most hits filed as inhibitors. 240,000 compounds, 0.008% hits. AID 2107;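 also: 0% = enzyme with vehicle and -100% = no enzyme basal signal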
# Target sequence (P06280 32-429 limits assumed): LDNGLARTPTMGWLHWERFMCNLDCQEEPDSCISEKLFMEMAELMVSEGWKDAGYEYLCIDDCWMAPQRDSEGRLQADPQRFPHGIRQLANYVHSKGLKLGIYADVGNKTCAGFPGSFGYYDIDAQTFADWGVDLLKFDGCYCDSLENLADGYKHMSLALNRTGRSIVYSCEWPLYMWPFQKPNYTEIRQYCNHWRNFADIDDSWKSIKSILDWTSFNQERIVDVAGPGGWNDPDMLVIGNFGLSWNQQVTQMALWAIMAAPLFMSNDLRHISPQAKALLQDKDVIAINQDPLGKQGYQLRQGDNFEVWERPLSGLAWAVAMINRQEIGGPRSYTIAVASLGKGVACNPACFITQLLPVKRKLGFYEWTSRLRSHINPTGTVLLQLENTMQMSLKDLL
#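 Spleen homogenate 1 ug + cpd (titration) + 4-MU-alpha-D-galactopyranoside 1 mM; 37C 40 min; 50 mM citrate/phosphate pH 5.0, 0.01% Tween-20; stop pH 10; fluorescence 365/440; AC50 via Hill.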
# Tau fibril ThT: inhibitors of human tau fibril formation, thioflavin T binding | AID 1460 | P10636 | 270,000 compounds, 2.1% hits | Potency, µM (doses to about 57.4 µM), inactives show at the highest dose activity, negative = inhibition, hits mostly inhibitors | recombinant tau K18 P301L (four-repeat tau fragment), heparin-induced fibrillization, ThT fluorescence; also: % is scaled to controls: 0 for no effect and ±100 for the full control effect; nearly all actives have a fitted effect of over 55% in size
#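 Aggregation was driven by heparin (20 uM final) acting on recombinant tau […] bearing P301L in 100 mM sodium acetate pH 7; fibrils were detected with Thioflavin T.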
# Numbers without * were called inactive; ? = inconclusive; · = no result given; [ ] = remark or other dose. Calls follow the shape of the dose curve; as a rule, active = well fitted curve in the direction sought with a large enough effect; inconclusive = small, poorly fitted or top-dose-only effect, or another doubt; inactive = no such curve, though single readings can be large; an effect the other way counts as inactive or inconclusive. Potency is read from the fitted curve at half-maximal effect.
item	structure	Tau fluor cs	GAA inh	Tau fibril FP	GAA glycogen mod	HTT cytoprotect	aGlu spleen mod	GLA spleen mod	Tau fibril ThT
1	O=C(NC(=S)NNS(=O)(=O)c1ccccc1)c1ccccc1[N+](=O)[O-]	-16%	0%	1%	?	-35%[10 µM]	-6%	0%	-11%
2	CO/N=C/NC(=O)NOCc1c(Cl)cccc1Cl	-1%	-8%	5%	-3%	-14%	0%	5%	-5%
3	Cc1cc(=O)n(CC(C)O)c(O)c1C#N (configuration not stated)	-11%	2%	-15%	0%	-12%[10 µM]	-5%	0%	?
4	O=C1c2ccccc2C(=O)N1CCc1nc2ccccc2c(=O)n1-c1ccccn1	4%	4%	3%	6%	-26%[10 µM]	-1%	-6%	4%
5	CCOc1ccc(OCc2ccc(C(=O)N3CCc4ccccc4C3)o2)cc1	-11%	-4%	6%	-15%	-24%	-1%	-1%	?
6	Cc1nnsc1C(=O)NNC(=O)c1ccc(C(F)(F)F)cc1	-8%	-4%	4%	2%	-7%[10 µM]	-3%	-23%	-14%
7	O=S(=O)(c1ccccc1)c1nc(NC2CC2)sc1Cl	0%	-16%	6%	8%	-5%	-20%	-6%	1%
8	COc1cccc(-c2nc(S(=O)(=O)c3ccc(Cl)cc3)c(NCc3ccccc3)o2)c1	-13%	·	-6%	-8%[76.3 µM]	·	·	·	4%
9	Cc1cccc(-n2cc(CNCCN3CCOC3=O)c(-c3cccc(F)c3)n2)c1	-11%	-5%	-6%	-8%	-82%[inhibitor]	3%	4%	-8%
10	COC(=O)c1ccc(C(=O)OC)c(NC(=O)CSc2cccc[n+]2[O-])c1	-5%	-8%	-11%	-2%	-27%	7%	2%	-6%
11	Cc1ccccc1NC(=S)NC(NC(=O)COc1ccccc1)C(Cl)(Cl)Cl (configuration not stated)	-19%	0%	?	1%	-54%[inhibitor]	8%	14%	14µM*
12	CC(C)C(c1nnnn1Cc1ccccc1)N1CCC(C(N)=O)CC1 (configuration not stated)	3%	-3%	5%	7%	-2%[10 µM]	-7%	-8%	-4%
13	O=[N+]([O-])c1ccc2[nH]c(O)c(N=NC3CCS(=O)(=O)C3)c2c1 (configuration not stated)	-6%	·	1%	-10%	6%[10 µM]	0%	5%	-2%
14	O=C(COc1ccccc1C(=O)O)Nc1ccc(SC(F)F)cc1	-8%	-5%	-6%	6%	-34%[inhibitor]	-17%	-10%	-4%
15	COc1ccc(C2NC3=C(CCC3)C3(C#N)C4(N=C(N)C23C#N)OCCO4)cc1 (configuration not stated)	-9%	-10%	-12%	22µM*	21%	3%	-8%	?

# Other records.
item	structure	Tau fluor cs	GAA inh	Tau fibril FP	GAA glycogen mod	HTT cytoprotect	aGlu spleen mod	GLA spleen mod	Tau fibril ThT
16	N=c1c2c(-c3ccccc3)c(-c3ccccc3)oc2ncn1CCCN1CCOCC1	-6%	-7%	1%	5%	-74%[inhibitor][0.074 µM]	-5%	1%	-9%
17	O=C(NCCc1cnn(-c2ccccc2)c1)c1cc(COc2c(F)cccc2F)on1	-11%	-6%	5%	-4%	-17%[10 µM]	9%	7%	-16%
18	N=c1ccn(Cc2ccc(Cl)c(Cl)c2)cc1	7%	8%	10%	17%	-93%[inhibitor][0.074 µM]	0%	5%	9%
19	COc1ccc(S(=O)(=O)Nc2cc(-c3cn4cccc(C)c4n3)ccc2C)cc1C	-18%	·	-11%	6%[76.3 µM]	·	·	·	5%
20	O=C(CSc1ncn[nH]1)Nc1c(Br)cc([N+](=O)[O-])cc1Br	-1%	1%	2%	14%	-9%[10 µM]	-9%	-9%	1%
21	O=C(NCc1ccccc1Cl)NC(=O)c1csc([N+](=O)[O-])c1	9%	·	4%	4%	21%[10 µM]	4%	-4%	·
22	Cc1c(Cl)cccc1NC(=S)NCc1ccco1	7%	·	4%	-3%	31%[10 µM]	-11%	9%	10%
23	CCCc1cc(=O)n2[nH]c(-c3cc(OC)c(OC)c(OC)c3)nc2n1	-8%	-6%	-5%	4%	-13%[0.074 µM]	1%	9%	-9%
24	O=C(NCc1ccccc1)C1=C[C@H](c2csc3ccccc23)C[C@H](OCc2ccc(CO)cc2)O1	-16%	·	0%	-8%	1%[10 µM]	5%	2%	-2%
25	COc1ccc(NC(=O)c2ncn(-c3ccccc3)n2)cc1Cl	-22%	·	-13%	14%[76.3 µM]	·	·	·	?
26	COc1cccc(/C=C2\CCc3ccccc3C2=O)c1	-21%	-1%	-11%	-2%	11%[10 µM]	5%	6%	?
27	CCN1C(=O)c2cccc3c(NS(=O)(=O)c4ccc(NC(C)=O)cc4)ccc1c23	-2%	-2%	4%	-7%	-9%[10 µM]	1%	-3%	-6%
28	COCCOc1ccc(C(F)(F)F)cc1NC(=O)COC(=O)c1c(C)noc1C	-23%	-3%	-11%	5%	12%	-8%	-6%	-12%
29	CN(Cc1ccccc1)C(=O)C1CCN(Cc2ccc(F)cc2)CC1	-12%	0%	4%	-10%	4%[10 µM]	3%	6%	-10%
30	CCn1c(O)c(N=NC(=O)c2cccs2)c2ccccc21	-19%	-5%	1%	-3%	-15%[10 µM]	2%	2%	?

# 2 records picked at random from the list so far, as already listed:
item	structure	Tau fluor cs	GAA inh	Tau fibril FP	GAA glycogen mod	HTT cytoprotect	aGlu spleen mod	GLA spleen mod	Tau fibril ThT
21	O=C(NCc1ccccc1Cl)NC(=O)c1csc([N+](=O)[O-])c1	9%	·	4%	4%	21%[10 µM]	4%	-4%	·
17	O=C(NCCc1cnn(-c2ccccc2)c1)c1cc(COc2c(F)cccc2F)on1	-11%	-6%	5%	-4%	-17%[10 µM]	9%	7%	-16%

# More results:
31. COc1cc(OC)cc(C(=O)NNC(=O)c2ccc(S(=O)(=O)N3CC(C)OC(C)C3)cc2)c1 (configuration not stated)
32. Cc1cc2c(cc1C)N(C(=O)CSc1nncn1C)C(C)(C)c1ssc(=S)c1-2
33. CCOC(=O)Cc1nc2ccccc2[nH]1
34. COc1cc(C2C(C(=O)c3ccc(C)o3)=C(O)C(=O)N2c2cc(C)on2)ccc1O (configuration not stated)
35. Clc1ccccc1OCc1nnc2n1CCCCC2
36. C/C(=N/NC(=O)C1CCN(S(=O)(=O)c2ccc(C)cc2)CC1)c1cccc([N+](=O)[O-])c1

screen / no.	31	32	33	34	35	36
Tau fluor cs	-12%	-22%	-8%	-6%	-1%	-18%
GAA inh	4%	-9%	8%	2%	·	-14%
Tau fibril FP	-5%	4%	12%	-5%	-9%	11%
GAA glycogen mod	1%	3%	-1%	-23%	7%	6%
HTT cytoprotect	-29%	13%[10 µM]	15%[10 µM]	-9%	-3%[10 µM]	-14%[10 µM]
aGlu spleen mod	-2%	-10%	-23%	-6%	-1%	-2%
GLA spleen mod	-6%	0%	-2%	-7%	6%	-2%
Tau fibril ThT	-6%	20µM*	-3%	-19%	·	-11%

37. Cc1[nH]c2ccccc2c1C(=O)COC(=O)c1cccc(S(=O)(=O)N2CCCCC2)c1
38. Cn1cnc2c(ncn2[C@@H]2O[C@H](CO)[C@@H](O)[C@H]2O)c1=N
39. COc1cc(C(=O)NC(CCSC)C(=O)OCc2cc([N+](=O)[O-])cc3c2OCOC3)cc(OC)c1OC (configuration not stated)
40. CC(/C=N/n1c(COc2ccccc2)n[nH]c1=S)=C\c1ccco1
41. CC(=O)c1ccc(O)c(CC=C(C)C)c1
42. COC(=O)c1ccccc1NC(=O)C1CC(=O)N(c2ccc(F)cc2)C1 (configuration not stated)
43. CO/N=C(\C(=O)N[C@@H]1C(=O)N2C(C(=O)O)=C(COC(N)=O)CS[C@H]12)c1ccco1

screen / no.	37	38	39	40	41	42	43
Tau fluor cs	?	7%	-19%	?	-2%	0%	-10%
GAA inh	-8%	·	-4%	·	·	3%	-4%[15.4 µM]
Tau fibril FP	?	-1%	-10%	8%	-3%	2%	-2%
GAA glycogen mod	-7%	·	2%	?	-12%	1%	-9%
HTT cytoprotect	-10%[10 µM]	19%	-28%	1%[10 µM]	-4%[10 µM]	3%[10 µM]	·
aGlu spleen mod	-1%	3%	14%	-2%	0%	-8%	4%
GLA spleen mod	-3%	5%	11%	-15%	0%	-4%	3%
Tau fibril ThT	1%	5%	-6%	?	-1%	-4%	?

# Laid out differently: results already given.
38. Cn1cnc2c(ncn2[C@@H]2O[C@H](CO)[C@@H](O)[C@H]2O)c1=N
  Tau fluor cs: 7%; GAA inh: ·; Tau fibril FP: -1%; GAA glycogen mod: ·; HTT cytoprotect: 19%; aGlu spleen mod: 3%; GLA spleen mod: 5%; Tau fibril ThT: 5%
39. COc1cc(C(=O)NC(CCSC)C(=O)OCc2cc([N+](=O)[O-])cc3c2OCOC3)cc(OC)c1OC (configuration not stated)
  Tau fluor cs: -19%; GAA inh: -4%; Tau fibril FP: -10%; GAA glycogen mod: 2%; HTT cytoprotect: -28%; aGlu spleen mod: 14%; GLA spleen mod: 11%; Tau fibril ThT: -6%
40. CC(/C=N/n1c(COc2ccccc2)n[nH]c1=S)=C\c1ccco1
  Tau fluor cs: ?; GAA inh: ·; Tau fibril FP: 8%; GAA glycogen mod: ?; HTT cytoprotect: 1%[10 µM]; aGlu spleen mod: -2%; GLA spleen mod: -15%; Tau fibril ThT: ?
41. CC(=O)c1ccc(O)c(CC=C(C)C)c1
  Tau fluor cs: -2%; GAA inh: ·; Tau fibril FP: -3%; GAA glycogen mod: -12%; HTT cytoprotect: -4%[10 µM]; aGlu spleen mod: 0%; GLA spleen mod: 0%; Tau fibril ThT: -1%
